High-throughput results deposited in PubChem BioAssay by National Center for Advancing Translational Sciences (NCATS).
EPAC1 antag – EPAC1 (human) antagonism. Potency, µM (titrated, usually from 115 µM), for the others: top-dose activity change, negative = inhibition, actives largely listed as inhibitors. EPAC1 GEF assay, Rap1b-BODIPY-GDP exchange fluorescence. 360,000 compounds, 0.14% hits;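 also: plate controls were vehicle for no effect and positive control for full effect; nearly all actives have a fitted effect of over 50% in size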
FUS suppressor – rescues growth of FUS-expressing yeast; S. cerevisiae FUS-expressing, growth rescue, OD600, 24 h; Potency, µM (top dose mostly 76.6 µM), without a hit: top-dose growth rescue (activation), hits mostly activators; 390,000 compounds, 0.24% hits;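 also: plate controls were DMSO vehicle for no effect and reference control for full effect; nearly all actives have a fitted effect of over 55% in size; some results filed as inactive show a strong effect at the top dose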
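Toxicity suppression screen in FUS-yeast. Cells induced with 2% galactose, starting OD 0.005, treated 24hr at 30C with compounds at multiple final concentrations; growth by OD600.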
TDP-43 yeast inh – rescues yeast growth from TDP-43 toxicity. TDP-43 expressing yeast growth rescue, BacTiter-Glo, 24 h. Potency, µM (top dose mostly 46.1 µM), without a hit: top-dose growth rescue (activation), usual class: activators. 410,000 compounds, 1.8% hits; also: % of control where 0% means no effect; nearly all actives have a fitted effect of over 50% in size
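Growth rescue of TDP-43-toxic yeast measured as ATP luminescence (BacTiter-Glo). Cells grown to mid-log in raffinose, induced in galactose at OD600=0.02, exposed to compound 24 hr at 30 deg C.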
PTHR1 agonist – PTHR1 (human) receptor agonism | Q03431 | HEK293 GP2 PTHR1 cells, GloSensor cAMP luminescence, 1 h | Potency, µM (series often up to 115 µM), without a hit: at the top dose activation, actives largely listed as activators | 410,000 compounds, 0.075% hits; also: nearly all actives have a fitted effect of over 55% in size; some results filed as inactive show a strong effect at the top dose; inactives centre near -15; many of its hits are not listed in these tables
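HEK-293-derived GP2 cells expressing PTHR1 and a GloSensor cAMP reporter, 3,000/well, plated overnight, given luciferin plus IBMX (each 0.5 mM as added) for 1 h at 37 °C, then compound for 1 h at 37 °C. Luminescence was read after 15 min at room temperature.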
EPAC2 agonist – activates human EPAC2 exchange factor | EPAC2 activation, biochemical qHTS; response scale: 100% = 6.5 mM cAMP response | Q8WZA2 | AID 720711 | Potency, µM (top dose mostly 154 µM), for inactives: top-dose activation, actives largely listed as activators | 360,000 compounds, 0.079% hits; also: nearly all actives have a fitted effect of over 50% in size
Target sequence (Q8WZA2 whole entry, looked up): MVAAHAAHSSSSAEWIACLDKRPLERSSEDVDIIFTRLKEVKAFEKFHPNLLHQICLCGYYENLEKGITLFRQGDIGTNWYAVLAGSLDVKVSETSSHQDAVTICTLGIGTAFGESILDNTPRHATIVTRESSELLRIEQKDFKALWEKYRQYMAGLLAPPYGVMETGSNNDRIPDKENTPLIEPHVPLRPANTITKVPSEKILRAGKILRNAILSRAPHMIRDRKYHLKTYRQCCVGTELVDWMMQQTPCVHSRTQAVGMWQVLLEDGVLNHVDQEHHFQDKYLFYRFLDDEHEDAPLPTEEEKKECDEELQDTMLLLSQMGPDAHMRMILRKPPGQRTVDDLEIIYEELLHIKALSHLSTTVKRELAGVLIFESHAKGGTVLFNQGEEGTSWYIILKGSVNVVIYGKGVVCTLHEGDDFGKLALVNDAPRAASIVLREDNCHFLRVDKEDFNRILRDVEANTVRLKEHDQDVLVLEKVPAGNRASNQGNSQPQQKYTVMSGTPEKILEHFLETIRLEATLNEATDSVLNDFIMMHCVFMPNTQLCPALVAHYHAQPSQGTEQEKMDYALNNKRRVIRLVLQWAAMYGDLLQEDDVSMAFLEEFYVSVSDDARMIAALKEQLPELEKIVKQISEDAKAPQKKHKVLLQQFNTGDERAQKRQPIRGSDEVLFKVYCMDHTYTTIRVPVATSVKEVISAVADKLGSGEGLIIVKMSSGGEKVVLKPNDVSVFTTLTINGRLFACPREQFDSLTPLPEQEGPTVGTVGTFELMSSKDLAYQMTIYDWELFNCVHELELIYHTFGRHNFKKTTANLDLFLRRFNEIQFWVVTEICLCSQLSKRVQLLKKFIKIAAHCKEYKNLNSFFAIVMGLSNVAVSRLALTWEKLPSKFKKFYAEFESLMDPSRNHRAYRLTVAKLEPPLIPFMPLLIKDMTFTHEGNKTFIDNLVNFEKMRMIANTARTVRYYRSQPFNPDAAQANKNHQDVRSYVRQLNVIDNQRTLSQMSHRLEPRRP
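Readout is BODIPY fluorescence (480 nm excitation, 540 nm emission), which falls as labeled GDP is exchanged off Rap1B. EPAC2 at 100 nM acted on 250 nM RAP1B-BODIPY-GDP with 50 uM GDP present.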
EPAC1 agonist – activates human EPAC1 exchange factor. EPAC1 agonist qHTS, biochemical assay; response scale: 100% = response to 6.5 mM cAMP. O95398. 360,000 compounds, 0.073% hits. Potency, µM (top dose mostly 154 µM), for the others: top-dose activation, usual class: activators; also: nearly all actives have a fitted effect of over 60% in size
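Nucleotide exchange by EPAC1 (100 nM) on Rap1B–BODIPY-GDP (250 nM) in the presence of 50 uM GDP is tracked fluorescently at 480/540 nm over 30 min. Signals are normalized to a 6.5 mM cAMP control.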
EPAC2 antag – EPAC2 (human) antagonism; Q8WZA2; EPAC2 GEF exchange of Rap1B-BODIPY-GDP, fluorescence; Potency, µM (series often up to 114 µM), for the others: top-dose activity, negative = inhibition, hits mostly inhibitors; 360,000 compounds, 0.18% hits; AID 720708; also: % is scaled to controls: 0 for no effect and ±100 for the full control effect; nearly all actives have a fitted effect of over 45% in size; many of its hits are not listed in these tables
aSyn rescue – inhibitors of alpha-synuclein toxicity in yeast | Yeast expressing alpha-synuclein, growth rescue, BacTiter-Glo, 24 h | Potency, µM (titrated, usually from 46.1 µM), without a hit: at the highest dose growth rescue (activation), hits mostly activators | 370,000 compounds, 0.14% hits | AID 652106; also: % of control where 0% means no effect; nearly all actives have a fitted effect of over 65% in size
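Screening used galactose-induced yeast with toxic alpha-synuclein levels, exposed to compound for 24 hr at 30 deg C. Cell growth, read with BacTiter-Glo luminescence, gave the measured signal.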
* hit, by the source's call; i = inactive; ? = inconclusive; nt = not tested or not shown; & = joins results of further samples; [ ] = remark or other dose. Calls follow the shape of the dose curve; as a rule, active = well fitted curve in the direction sought with a large enough effect; inconclusive = small, poorly fitted or top-dose-only effect, or another doubt; inactive = no such curve, though single readings can be large; an effect the other way counts as inactive or inconclusive. Potency is read from the fitted curve at half-maximal effect. Some of the compounds tested; count on the stated rates, not on these rows.

SMILES	EPAC1 antag	FUS suppressor	TDP-43 yeast inh	PTHR1 agonist	EPAC2 agonist	EPAC1 agonist	EPAC2 antag	aSyn rescue
COc1ccc(-c2cc(-c3ccc(O)cc3)nc(N)c2C#N)cc1	-9%	-17%	?	-5%	1%	5%	3%	-11%
O=C(CCCCn1c(=O)c2ccccc2n(Cc2ccc(F)cc2Cl)c1=O)NCc1ccco1	-10%	0%	-3%	0%	-3%	3%	-5%	10%
Cc1ccc(C)c(NC(=O)CCc2c(C)nn(-c3ccc(N4CCCCC4)nn3)c2C)c1	2%	0%	-13%	-14%	-10%	2%	4%	-11%
CC(C)OCCCNC(=O)c1c(N)n(/N=C/c2ccccn2)c2nc3ccccc3nc12	8%	4%	0%	-19%	-31%[inhibitor]	-2%	-7%	13%
O=C(CCc1ccc(S(=O)(=O)N2CCOCC2)cc1)Nc1nccs1	2%	-3%	-9%	i	0%	5%	3%	-3%
CCOc1ccc(C(C(=O)NC2CCCCC2)N(C(=O)c2csnn2)C2CC2)cc1 (configuration not stated)	-19%	11%	-6%	?	4%	1%	-11%	-2%
Cc1ccc(/C=N/NC(=S)NC2CCCCC2)o1	-14%	20%	16%	i	1%	6%	-16%	11%
Cc1ccc(NC(=O)CN2CCCCCC2)c(Br)c1	7%	nt	-5%	-78%[inhibitor]	12%	-4%	12%	1%
COc1ccc(-c2nn(-c3ccccc3)cc2C(=O)Nc2nccs2)cc1OC	2%	?	?	-4%[57.5 µM]	16%	23%	-1%	3%
FC(F)(F)c1cc(N2CCOCC2)nc(-c2ccccc2)n1	-6%	nt	-5%	-6%	-3%	-7%	-5%	-2%
Fc1ccc(-c2nc3cnccn3c2NC2CCCC2)cc1	0%	-24%	0%	-46%[inhibitor]	-6%	-2%	-21%	3%
COCCn1c(C)cc(C(=O)CSc2ccc(NC(C)=O)cc2)c1C	6%	25%	0%	-7%	-9%	0%	-4%	3%
COc1ccc(N(CC(=O)NCc2ccco2)S(=O)(=O)c2c(C)nn(C)c2C)cc1	-4%	-13%	-3%	i	-2%	4%	-2%	1%
Cn1c(Oc2ccccc2NCc2cccc(Br)c2)cc(=O)n(C)c1=O	-7%	28%	17%	i	-10%	16%	-11%	0%
COc1ccc(Nc2cc(Sc3ccc(OC)cc3)ncn2)cc1	?	33%	22µM*	-57%[inhibitor]	4%	10%	-11%	18%
O=C(NCc1ccco1)C1CCN(S(=O)(=O)c2ccc(-n3cnnn3)cc2)CC1	3%	15%	-5%	-17%[57.5 µM]	9%	-3%	1%	-1%
COc1ccc(Br)cc1-c1noc(-c2ccncc2)n1	-8%	-14%	11%	i	2%	14%	2%	7%
COc1ccc(NC(=O)CN(C)S(=O)(=O)c2cnc[nH]2)cc1Cl	6%	0%&11%	2%&12%	i	1%	14%	-1%	2%
Cc1ccc2oc(-c3ccc(NC(=O)c4ccncc4)cc3O)nc2c1	-17%	1%	19%	-23%	4%	9%	4%	-5%
CC(=O)NC(Cc1ccc(O)cc1)C(=O)NN (configuration not stated)	6%	-22%	-6%	i	-5%	4%	-7%	4%
Oc1ccc(C[C@H]2CN([C@@H](Cc3ccc(O)cc3)CN3CCC[C@@H]3CN3C(=S)NC[C@@H]3Cc3ccccc3)C(=S)N2CCc2ccccc2)cc1	-14%	?	12%	7%	7%	8%	-5%	-16%
CCOC(=O)c1c(C)[nH]c(C)c1S(=O)(=O)N1c2ccccc2CC1C (configuration not stated)	?	-9%	0%	-26%	4%	-4%	-11%	-4%
CC(C)(C)c1nnc(NC(=O)CN2C(=O)C3C4C=CC(C4)C3C2=O)s1 (configuration not stated)	1%	14%	12%	-44%[inhibitor][57.5 µM]	-1%	-9%	-2%	9%
Cc1cn(-c2cccnc2)c(C)c1CNC[C@H]1O[C@@H](n2cnc3c(N)ncnc32)[C@H](O)[C@@H]1O	?	-12%	5%	-26%	4%	-6%	-4%	-4%
CCCn1nnc(NC(=O)c2ccc(OCC)c(Cl)c2)n1	-18%	27%	11%	?	-2%	4%	-1%	-9%
COc1ccc(C2=NN(c3nc(-c4ccc(CNC(C)=O)cc4)cs3)C(c3ccco3)C2)cc1 (configuration not stated)	-11%	?	-8%	i	5%	-1%	-7%	-1%
O=C(Cc1ccc(Cl)cc1Cl)OCC(=O)c1ccc[nH]1	-5%	34%	18µM*	i	6%	1%	4%	14%
CCCOP(=O)(c1ccc(N(C)C)cc1)C(O)c1cc(OC)ccc1OC (configuration not stated)	13%	-8%	17%	-23%	0%	-1%	5%	5%
O=C(Cn1nc2sc3ccccc3n2c(=O)c1=O)c1cccs1	-1%	8%	-7%	-4%	7%	-5%	2%	0%
COc1ccc(Cc2nnc(NC(=O)CSc3ccccc3)s2)cc1	3%	3%	-7%	i	5%	2%	-3%	3%
Cc1ccc(/C=N\NC(=O)C2CC(=O)N(c3ccccc3)C2)o1 (configuration not stated)	-13%	13%	3%	i	2%	7%	2%	7%
CN(C(=O)CSc1nc2[nH]ncc2c(=O)[nH]1)c1ccccc1	-30%	24%	4%	i	2%	?	1%	-2%
COc1cccc(CNC(=O)CCCc2cn(C)c3ccccc23)c1	-6%	37%	?	-4%	12%	6%	-11%	6%
COc1ccc(OC)c(C2C(C#N)=C(N)Oc3cc(C)n(Cc4ccccn4)c(=O)c32)c1 (configuration not stated)	0%	26%	-9%	i	-7%	0%	8%	4%
O=C(CSc1nc(-c2ccccc2Cl)ns1)Nc1ccc2c(c1)OCO2	-33%	-9%	22%	-49%[inhibitor]	10%	3%	6%	0%
CCOC(=O)c1ccc(NC(=O)c2ccc(CO)c(C(=O)NC3CCN(C(=O)OCC)CC3)c2)cc1	-2%	?	7%	-12%[57.5 µM]	-8%	-10%	12%	-4%
CCCCOc1ccccc1C1CC(=O)NC2=C1C(=O)CCC2 (configuration not stated)	-4%	?	-8%	1%	13%	4%	6%	-1%
Cc1ccc(CN(C)CC(=O)Nc2cccc([N+](=O)[O-])c2)o1	-19%	9%	-19%[9.22 µM]	-11%	4%	2%	4%	-2%
COc1ccc(NS(=O)(=O)c2ccc(C(=O)Nc3c(C)n(C)n(-c4ccccc4)c3=O)cc2)cc1	-20%	?	-19%	-54%[inhibitor]	6%	-12%	-6%	-5%
O=C(NC1CC1)c1cc(=S)[nH]c2ccccc12	-7%	12%	0%	-17%	0%	5%	8%	9%
COC(=O)CCC/C=C1/SCC(NC(=O)c2ccccc2)C1=O (configuration not stated)	-23%	nt	-94%[inhibitor]	-30%[inhibitor]	10%	5%	-2%	-58%[inhibitor]
COc1ccc(NC(=O)CSc2nnnn2-c2cccc(OC)c2)cc1	5%	-18%	12%	i	1%	13%	8%	-2%
CCOc1ccccc1OCC(=O)Nc1ccccc1C(=O)NC1CC1	-15%	16%	-16%	-5%	6%	6%	-6%	-4%
COc1ccc(C(CNC(=O)c2cccc(S(=O)(=O)N3CCCc4ccccc43)c2)N(C)C)cc1 (configuration not stated)	-9%	nt	-1%	i	2%	-1%	-5%	0%
Cc1cccc(C(=O)Nc2cccc(OC(=O)c3cccc(C)c3)c2)c1	1%	-19%	-3%	-15%[57.5 µM]	12%	3%	-5%	4%
CC(C)=CCC/C(C)=C/CNC(=O)CC1C[C@H](C(=O)N2CCCCC2)[C@@]2(C)c3[nH]c4ccccc4c3CCN2C1=O (some centres not stated)	1%	5%	10%	-2%	-11%	6%	-6%	2%
CC1=CC(=NOC(=O)c2cccc([N+](=O)[O-])c2)C=C(C)C1=O	-2%	nt	?	i	12%	-18%	-1%	-5%
O=C(NC(=S)Nc1ccc(Cl)cn1)C(c1ccccc1)c1ccccc1	-6%	-2%	-22%	?	0%	-3%	-7%	-14%

An excerpt from above, limited to FUS suppressor, PTHR1 agonist and EPAC2 antag.
| structure | FUS suppressor | PTHR1 agonist | EPAC2 antag |
| --- | --- | --- | --- |
| Cc1ccc(CN(C)CC(=O)Nc2cccc([N+](=O)[O-])c2)o1 | 9% | -11% | 4% |
| COc1ccc(NC(=O)CSc2nnnn2-c2cccc(OC)c2)cc1 | -18% | i | 8% |

One compound at a time, from the list above. Screens in order: EPAC1 antag	FUS suppressor	TDP-43 yeast inh	PTHR1 agonist	EPAC2 agonist	EPAC1 agonist	EPAC2 antag	aSyn rescue
`COc1ccc(C(CNC(=O)c2cccc(S(=O)(=O)N3CCCc4ccccc43)c2)N(C)C)cc1` (configuration not stated) reads -9%	nt	-1%	i	2%	-1%	-5%	0%
`COC(=O)CCC/C=C1/SCC(NC(=O)c2ccccc2)C1=O` (configuration not stated) reads -23%	nt	-94%[inhibitor]	-30%[inhibitor]	10%	5%	-2%	-58%[inhibitor]
`CCCCOc1ccccc1C1CC(=O)NC2=C1C(=O)CCC2` (configuration not stated) reads -4%	?	-8%	1%	13%	4%	6%	-1%

Part of the list above, with values under each structure:
Values in the order – EPAC1 antag	FUS suppressor	TDP-43 yeast inh	PTHR1 agonist	EPAC2 agonist	EPAC1 agonist	EPAC2 antag	aSyn rescue
COc1ccc(-c2cc(-c3ccc(O)cc3)nc(N)c2C#N)cc1
 : -9%	-17%	?	-5%	1%	5%	3%	-11%
O=C(CCCCn1c(=O)c2ccccc2n(Cc2ccc(F)cc2Cl)c1=O)NCc1ccco1
 : -10%	0%	-3%	0%	-3%	3%	-5%	10%
Cc1ccc(C)c(NC(=O)CCc2c(C)nn(-c3ccc(N4CCCCC4)nn3)c2C)c1
 : 2%	0%	-13%	-14%	-10%	2%	4%	-11%
CC(C)OCCCNC(=O)c1c(N)n(/N=C/c2ccccn2)c2nc3ccccc3nc12
 : 8%	4%	0%	-19%	-31%[inhibitor]	-2%	-7%	13%
